pAkt inh = Akt phosphorylation inhibition; Neuro2A IGF-stimulated pAkt S473 HTRF, 20 min; stronger effect = lower value; activity change, % for hits at 50 µM; hit rate 0.32% among 360,000; AID 651550; in the data active = activity change below about -80%; inconclusive = mostly about -51% to -80%; note: % is set by controls: 0 for no effect and ±100 for the full control effect
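Neuro2A cells (4,500/well, DMEM with 0.5% FBS) were treated with compound at a single 50 µM final concentration, stimulated with 6 nM IGF for 20 min at 37 °C, and lysed. Phospho-Akt Ser473 was read by HTRF as 665/615 ratio ×10^4.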
GLP-1R agonist = agonists of human GLP-1 receptor; HEK293 GLP-1R CRE-luciferase, luminescence, 4-6 h; cells express a hypersensitive GLP-1R form; Potency, µM (series often up to 45.6 µM), for inactives: at the top dose activation, most hits filed as activators; hit rate 0.007% among 380,000; note: potency is the fitted concentration of half-maximal effect; % of control where 0% means no effect
Target sequence (P43220 whole entry, looked up): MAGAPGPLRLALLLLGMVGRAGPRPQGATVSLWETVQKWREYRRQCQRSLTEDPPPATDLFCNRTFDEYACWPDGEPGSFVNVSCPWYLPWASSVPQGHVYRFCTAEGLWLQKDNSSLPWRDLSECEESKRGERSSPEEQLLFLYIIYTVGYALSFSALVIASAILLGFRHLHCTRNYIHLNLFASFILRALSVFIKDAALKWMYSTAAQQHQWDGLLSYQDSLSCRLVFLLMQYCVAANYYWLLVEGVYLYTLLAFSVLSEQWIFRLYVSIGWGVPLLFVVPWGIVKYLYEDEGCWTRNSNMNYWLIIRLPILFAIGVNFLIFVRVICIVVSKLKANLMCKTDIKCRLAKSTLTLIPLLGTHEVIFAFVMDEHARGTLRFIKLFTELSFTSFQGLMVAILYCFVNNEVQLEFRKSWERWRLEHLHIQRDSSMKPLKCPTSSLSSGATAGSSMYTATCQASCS
PTHR1 agonist = PTHR1 (human) receptor agonism. hit rate 0.075% among 410,000. HEK293 GP2 PTHR1 cells, GloSensor cAMP luminescence, 1 h. Potency, µM (doses to about 115 µM), for the others: at the highest dose activation, hits mostly activators; note: potency is the fitted concentration of half-maximal effect; nearly all actives have a fitted effect of over 55% in size; some results filed as inactive show a strong effect at the top dose; inactives centre near -15; many of its hits are not listed in these tables
Target sequence (Q03431 whole entry, looked up): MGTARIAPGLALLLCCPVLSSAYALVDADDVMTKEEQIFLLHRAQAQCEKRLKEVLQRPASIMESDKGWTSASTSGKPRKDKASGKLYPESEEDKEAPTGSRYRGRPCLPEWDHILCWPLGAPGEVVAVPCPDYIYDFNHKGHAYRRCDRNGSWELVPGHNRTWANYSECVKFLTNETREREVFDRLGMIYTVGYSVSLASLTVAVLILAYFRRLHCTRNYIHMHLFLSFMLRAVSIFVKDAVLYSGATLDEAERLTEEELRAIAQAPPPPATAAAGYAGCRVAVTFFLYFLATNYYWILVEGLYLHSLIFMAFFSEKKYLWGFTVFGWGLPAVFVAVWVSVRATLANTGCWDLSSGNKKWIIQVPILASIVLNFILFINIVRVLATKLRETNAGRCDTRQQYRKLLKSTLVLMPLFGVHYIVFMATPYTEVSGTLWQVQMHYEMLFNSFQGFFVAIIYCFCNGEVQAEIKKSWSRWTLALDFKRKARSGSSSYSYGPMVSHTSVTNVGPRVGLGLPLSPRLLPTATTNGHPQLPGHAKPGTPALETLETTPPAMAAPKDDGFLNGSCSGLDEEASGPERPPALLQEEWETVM
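HEK-293-derived GP2 cells expressing PTHR1 and a GloSensor cAMP reporter, 3,000/well, plated overnight, given luciferin plus IBMX (each 0.5 mM as added) for 1 h at 37 °C, then compound for 1 h at 37 °C. Luminescence was read after 15 min at room temperature.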
aSyn rescue = inhibitors of alpha-synuclein toxicity in yeast | AID 652106 | hit rate 0.14% among 370,000 | Potency, µM (top dose mostly 46.1 µM), for inactives: at the top dose growth rescue (activation), usual class: activators | Yeast expressing alpha-synuclein, growth rescue, BacTiter-Glo, 24 h; note: potency is the fitted concentration of half-maximal effect; % of control where 0% means no effect; nearly all actives have a fitted effect of over 65% in size
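Readout is rescue of growth in alpha-synuclein-expressing yeast, so inhibitors of toxicity appear as activators. Growth after 24 hr at 30 deg C in galactose medium is quantified by luminescence.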
D3 antag = D3 dopamine receptor (human) antagonism; P35462; D3R cells, DiscoveRx beta-arrestin luminescence, antagonist mode; stronger effect = lower value; max response, negative = inhibition, %; hit rate 2.5% among 360,000; in the data active = max response below about -50%; inconclusive = no clear call, values can overlap the other calls; note: % is set by controls: 0 for no effect and ±100 for the full control effect; mostly tested at two doses, the higher about 12 µM
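Cells expressing the human receptor were seeded at 1500 cells/well, incubated overnight at 37 degrees C in 5% CO2, then exposed to library compounds with dopamine controls for 90 minutes at 37 degrees C before luminescent detection.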
Abeta yeast res = restores growth of yeast expressing A-beta42 peptide; yeast expressing A-beta42, growth rescue, OD600, 48 h; response scale: 0% DMSO, 100% iron-clioquinol control; Potency, µM (highest dose often 46.1 µM), for inactives: at the highest dose growth rescue, actives largely listed as activators; hit rate 0.063% among 410,000; note: potency is the fitted concentration of half-maximal effect; nearly all actives have a fitted effect of over 55% in size
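Growth rescue measured by 600 nm absorbance after 48 h yeast culture at 30 C with compound. Values normalized between DMSO and an equimolar ferric chloride plus clioquinol control.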
GLP-1R inv ag = inverse agonists of human GLP-1 receptor. hit rate 1.6% among 410,000. HEK293 GLP-1R CRE-luciferase, luminescence, 24 h; GLP-1R form is constitutively active. Potency, µM (series often up to 38.3 µM), inactives show at the highest dose activity change, negative = inhibition, hits mostly inhibitors. P43220; note: potency is the fitted concentration of half-maximal effect; % is set by controls: 0 for no effect and ±100 for the full control effect; nearly all actives have a fitted effect of over 55% in size
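Luminescence readout: a drop in cAMP-driven luciferase signal flags inverse agonism at a constitutively active GLP-1R stably expressed in HEK293. Compound exposure lasted 24 hr at 37 deg C, 5% CO2.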
TDP43 rescue = rescues yeast growth from TDP-43 toxicity | Potency, µM (series often up to 46.1 µM), without a hit: at the highest dose growth rescue (activation), usual class: activators | TDP-43 expressing yeast growth rescue, BacTiter-Glo, 24 h | hit rate 1.8% among 410,000; note: potency is the fitted concentration of half-maximal effect; % of control where 0% means no effect; nearly all actives have a fitted effect of over 50% in size
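Yeast cells expressing TDP-43 under galactose induction are exposed to compounds for 24 hr at 30 deg C. BacTiter-Glo luminescence measures growth, so protective compounds score as activators.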
FUS yeast rescue = suppressors of FUS proteinopathy in yeast. S. cerevisiae FUS-expressing, growth rescue, OD600, 24 h. Potency, µM (highest dose often 76.6 µM), for inactives: top-dose growth rescue (activation), most hits filed as activators. hit rate 0.24% among 390,000. AID 1347120;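 note: potency is the fitted concentration of half-maximal effect; plate controls were DMSO vehicle for no effect and reference control for full effect; nearly all actives have a fitted effect of over 55% in size; some results filed as inactive show a strong effect at the top dose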
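Yeast FUS proteinopathy model; galactose-induced FUS (2%), starting OD 0.005. Cpds in dilution series, 24hr, 30C, 99% humidity. Abs 600 nm growth. Pos ctrl CP55940 (top 92uM final); neg ctrl DMSO.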
Active calls of the source: *; i = inactive; ? = inconclusive; . = no result given; [ ] = remark or other dose. Unless noted, calls come from the whole dose curve; as a rule, active = well fitted curve in the direction sought with a large enough effect; inconclusive = small, poorly fitted or top-dose-only effect, or another doubt; inactive = no such curve, though single readings can be large; an effect the other way counts as inactive or inconclusive.

Screens in order: pAkt inh, GLP-1R agonist, PTHR1 agonist, aSyn rescue, D3 antag, Abeta yeast res, GLP-1R inv ag, TDP43 rescue, FUS yeast rescue
- O=C(CNC(=O)OCc1ccccc1)NC1(C(=O)O)CCCC1
 : i, -2%, i, 9%, 7, 3%, 0%, -17%, .
- CC(=O)c1ccc2c3c(ccc(O)c13)CC2
 : i, 3%, i, 14%, -5, -28%, -3%, ?, -9%
- O=C(NCCOc1ccc(Cl)cc1)c1cccc(S(=O)(=O)N2CCCC2)c1
 : i, -8%, -12%, -2%[1.84 µM], 2, 0%, ?, -3%, ?
- O=C1CSC(=S)N1/N=C/c1cccnc1
 : i, 0%, i, 6%, -14, ?, 37%[activator], 3%, -2%
- CCOc1ccc(CCn2c(-c3ccco3)nc3ccccc3c2=O)cc1OCC
 : i, -2%, -13%[57.5 µM], -1%, 28, -1%, 0%, -5%, 34%
- COc1ccc(CCN(C(=O)c2snc(C(N)=O)c2N)C(C)C(=O)NC2CCCCC2)cc1OC (stereo unspecified)
 : i, 10%, 19%, 1%, 3, -4%, 5%, -22%, -11%
- CCOC(=O)c1c2ccc(OCC(=O)N/N=C/c3ccc(C)cc3)cc2n2ccccc12
 : i, -9%, -10%[57.5 µM], -3%, 6, 15%, 5%, -1%, 17%
- CC(C)(C)OC(=O)N1CCC(c2c(C(=O)N3CCN(C4CCCCC4)CC3)cnn2-c2cccc(Cl)c2)CC1
 : ., ., i, ., ., -2%, -3%, 16%, -5%
- C=C(C)c1cccc(C(C)(C)NC(=O)Nc2ccc(C(C)=O)cc2)c1
 : i, 1%, -20%, 0%, -1, 18%, ?, 14%, .
- CN1N=C(C(=O)N2CCN(c3ccc([N+](=O)[O-])cc3)CC2)CCC1=O
 : i, -1%, -5%, 3%, 10, 8%, 1%, 8%, -8%
- COc1ccccc1N1CCN(C(=O)Cn2cnc3c2c(=O)n(C)c(=O)n3C)CC1
 : i, 0%, i, -4%, 5, -7%, 12%, 17%, -15%
- Cc1ccc(Cl)cc1N1CCN(CCNC(=O)Nc2ccc(Cl)cc2)CC1
 : ., -1%, -33%[inhibitor], ., ., -17%, -25%, 20%, 1%
- O=C1/C(=C\c2c(NCCOCCO)nc3ccccn3c2=O)SC(=S)N1Cc1ccco1
 : i, 6%, i, 0%, 4, 6%, ?, ., 29%
- CCOc1ccc(CC(=O)NCCc2csc(-c3ccc(C)cc3)n2)cc1
 : ., ., -2%, ., ., 15%, -4%, 0%, ?
- CC1CCC(NC(=O)c2ccc3c(c2)N(Cc2cccc(Cl)c2)C(=O)c2ccccc2S3(=O)=O)CC1 (stereo unspecified)
 : ., ., i, ., ., -25%, -16%, -13%, 36%
- Cc1cc(C)n2c(SCC(=O)Nc3ccc(F)cc3F)nnc2n1
 : i, -8%, -12%, -5%, -12, 20%, -5%[0.307 µM], 9%, 6%
- CC1Sc2ccc(S(=O)(=O)CCC(=O)Nc3cc(F)ccc3F)cc2NC1=O (stereo unspecified)
 : i, -3%, i, 0%, 12, 8%, 1%, 6%, 7%
- CCOc1ccccc1NC(=O)Cn1nc(N2CCN(c3ccccc3)CC2)ccc1=O
 : ., ., -24%, ., ., -3%, -28%, 1%, ?
- COC(=O)c1sccc1NC(=O)COc1ccc(C)cc1
 : i, 25%, ?, -13%, -75*, -24%, 9%, -6%, 11%
- O=C1N(c2ccccc2)C(c2ccccc2)N2CCCN12 (stereo unspecified)
 : i, 1%, i, 6%, -22, 9%, 8%, 6%, -6%
- Clc1cccc(Cl)c1CO/N=C/c1c(-c2ccccc2)nc2n1CCS2
 : ., -8%, -70%[inhibitor], ., -19, 2%, 0%, 19%, 19%
- CC(=O)NS(=O)(=O)c1ccc(NC(=O)c2cc(-c3cccs3)nc3ccccc23)cc1
 : i, 3%, i, 3%, -23, 14%, 25%, -8%, .
- CCC(C)(C(=O)NC1CCCCC1)N(C)C(=O)c1ccccn1 (stereo unspecified)
 : i, -7%, i, -3%, 7, -9%[9.22 µM], 15%, 19%, -50%
- CCn1c(CN2CCC(C)CC2)nc2cc(NC(=O)c3ccc([N+](=O)[O-])cc3)ccc21
 : ., ., -4%, ., ., 3%, 7%, 26%, -11%
- CSC(=NC#N)N1CCN(c2c(C)cccc2C)CC1
 : i, 12%, -44%[inhibitor], -1%, -19, 6%, -25%, -20%, 19%
- CC(=O)Nc1ccc(NC(=O)COc2ccc(-c3ccccc3)cc2)cc1
 : i, -1%, -24%, -4%, 1, 5%, 7%, 18%, 17%
- O=S(=O)(Cc1ccccc1)C(CCCc1ccccc1)S(=O)(=O)Cc1ccccc1
 : i, -3%, -16%, 2%, -23, 8%, ?, -14%, .
- Cc1cc(C[n+]2cc(Cl)ccc2N)c2ncccc2c1
 : i, 2%, i, 6%, -6, -5%, -44%, -9%, -1%
- O=C(COC(=O)C1CCN(c2ccc(C(F)(F)F)cn2)CC1)Nc1cc(F)ccc1F
 : i, 5%, i, 19%, -14, ?, 4%, 4%, 8%
- Cc1cc(NC(=O)CSCc2nc(-c3cccc(F)c3)oc2C)no1
 : i, 7%, -23%, 0%, 2, 5%, 3%, ?, 9%
- CCOc1ccc(CCNC(=O)c2cnc3c(-c4ccc(F)cc4)c(C)nn3c2C)cc1OCC
 : ., ., ?, ., ., -6%, 2%, -9%, 24%
- Cc1cccc2c1-c1sc(C(=O)NCCc3ccc(Cl)cc3)cc1CO2
 : ., ., -10%, ., ., -17%, ?, -1%, -1%
- Cn1c(=O)[nH]c(=O)c2c1nc(CN1CCOCC1)n2CCCc1ccccc1
 : i, 2%, -15%, 1%, -11, 4%, 8%, 19%, -13%
- CC(C)(C)SCCNS(=O)(=O)c1ccc(C#N)cc1
 : i, 0%, -1%, -6%, 4, -22%, ?, 0%, 24%
- CCOc1ccc(NC(=O)c2ccc3c(=O)n4nc(Nc5ccccc5C)sc4nc3c2)cc1
 : ., 4%, -12%, -7%, ., -13%, 2%, 11%, -7%
- CC1(C)Oc2ccc(C(=O)N3CCCCC3)cc2N(CC(=O)NCc2ccccc2)C1=O
 : i, -1%, i, -4%, 8, 12%, -4%, -5%, 15%
- O=C(O)c1nn(-c2ccccc2C(F)(F)F)cc1O
 : i, -6%, i, -8%, -1, -10%, 17%, 6%, -18%
- COc1ccc(NC(=O)CN2C(=O)CSC2=O)cc1
 : i, 0%, i, -2%, 13, -11%, -2%, 8%, -22%
- Cc1ccc(C(=O)C(OC(=O)CN2C(=O)c3ccccc3C2=O)c2ccccc2)cc1 (stereo unspecified)
 : ., -3%, -15%, ., 10, -5%, 5%, -15%, 11%
- Cc1cccc(Oc2cc(NC(=O)Cn3cnc([N+](=O)[O-])n3)cc([N+](=O)[O-])c2)c1
 : i, 2%, -6%, -17%, 1, 25%, ?, 22%, 0%
- COc1ccc(NC(=O)CCN2CCN(c3ccc(F)cc3)CC2)cc1
 : i, 5%, -55%[inhibitor], -7%, -98*, 4%, -2%, 9%, -23%
- COC/C=C/C1=CC2=CC(=O)C(C)(OC(=O)C3CCCC3)C(=O)C2=CO1 (stereo unspecified)
 : i, -5%, 14%, -63%[inhibitor], -7, -56%[inhibitor], 15%, -93%[inhibitor], 21%
- CNC(C)C(=O)NC(C(=O)N1CCCC1C(=O)NNc1ccccc1)C(C)C (stereo unspecified)
 : i, -1%, -20%, 0%, ?, 5%, ?, -6%, -12%
- Cc1ccccc1C(=O)NC1(C(F)(F)F)C(=O)Nc2c1c(=O)[nH]c(=O)n2-c1ccc(F)cc1 (stereo unspecified)
 : ., ., i, ., ., -8%, 12%, 3%, -4%
- CCc1ccc(-c2csc3nc[nH]c(=O)c23)cc1
 : i, 4%, -22%, -9%, -20, -6%, -29%, 27%, 12%
- COc1ccc(C(CC(=O)O)NC(=O)c2cc3cc(Br)ccc3oc2=O)cc1OC (stereo unspecified)
 : i, -2%, i, 1%, 15, -7%, -4%, 15%, 12%
- O=C(CCCc1ccccc1)NCc1cccnc1
 : i, -6%, -21%, 5%, 18, -4%, 45%[activator], 15%, 4%
- Cc1ccc(C)n1-c1nccc(-c2ccco2)n1
 : i, 5%, i, -6%, 23, 7%, -5%, ., 16%
- O=C(Nc1ccc(Cl)cc1)Nc1cc([N+](=O)[O-])ccc1F
 : i, -8%, i, -11%, 0, 7%, -1%, 3%, .
- Cc1nc(N2CCN(Cc3ccccc3)CC2)nc2c1C(=O)CC(c1ccco1)C2 (stereo unspecified)
 : i, 1%, -12%[57.5 µM], 0%, -53*, 14%, 0%, 18%, 32%
- COc1ccc(/C=N\NC(=O)c2ccccc2OC)cc1COc1c(F)c(F)c(F)c(F)c1F
 : i, -4%, -3%, 0%, 1, 19%, ?, ?, 35%
- Cc1cccc(NC(=O)c2cc(=O)[nH]c3ccccc23)c1
 : i, 9%, i, -1%, 5, -14%, 6%, 7%, -2%
- Cc1ccc(S(=O)(=O)N2CCc3ccccc3C2)cc1C
 : i, 11%, -24%, 2%, -3, 15%, 3%, 11%, -20%
- COc1ccc(C(=O)NCCn2cc(SCC(N)=O)c3ccccc32)cc1
 : i, -2%, i, 0%, 0, 10%, ?, -6%, -6%
- COc1ccc([N+](=O)[O-])cc1NC(=O)c1ccc(N(Cc2ccccc2C)S(C)(=O)=O)cc1
 : i, 8%, i, 2%, ?, -14%, 6%, -11%, 5%
- O=C(CN1CCOCC1)Nc1ccc(Cl)cn1
 : i, -10%, i, -5%, 13, -5%, -15%, -2%, -27%
- Cc1nc2c(C(=O)NCCc3ccccc3)c[nH]n2c(=O)c1Cl
 : i, 1%, 6%[57.5 µM], -2%, 10, 0%, 2%, -6%, 12%
- CCO[C@H]1OC(C(N)=O)=C[C@@H](c2csc3ccccc23)[C@@H]1CCCO
 : i, 12%, -3%, 6%, 3, 2%, 5%, 20%, -13%

An excerpt, so the mix of outcomes need not match the whole.
